Screening data as filed in PubChem BioAssay.
Casp6 inh: blocks human caspase-6 cleavage activity; P55212; purified caspase-6, Z-VEID-R110 cleavage fluorescence; inhibition, % at 12.5 µM; 0.53% of 350,000 active; AID 686996;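 active means mean inhibition across replicates at least about 35%, with every replicate also reaching that limit, limit read from the data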;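 further: 0% = median of neutral control wells and 100% = no fluorescence left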
Target sequence (P55212 24-179 limits assumed): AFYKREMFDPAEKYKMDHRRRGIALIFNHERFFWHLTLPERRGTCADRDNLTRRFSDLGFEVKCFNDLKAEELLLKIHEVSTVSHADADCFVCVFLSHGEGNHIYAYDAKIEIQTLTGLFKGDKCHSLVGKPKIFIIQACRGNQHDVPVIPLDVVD
Target sequence (P55212 194-293 limits assumed): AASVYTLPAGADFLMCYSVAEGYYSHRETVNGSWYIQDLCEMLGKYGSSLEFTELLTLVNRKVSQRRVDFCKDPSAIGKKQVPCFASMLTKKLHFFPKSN
ERp5 inh: ERp5 (human) disulfide isomerase inhibition; Q15084; ERp5 insulin aggregation, absorbance 650 nm, 90 min; inhibition, % at 9.99 µM; 0.05% of 350,000 active;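 active means mean replicate inhibition above about 25%, with every replicate also reaching it, limit read from the data, passing the limit was not always enough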
Target sequence (Q15084 whole entry, looked up): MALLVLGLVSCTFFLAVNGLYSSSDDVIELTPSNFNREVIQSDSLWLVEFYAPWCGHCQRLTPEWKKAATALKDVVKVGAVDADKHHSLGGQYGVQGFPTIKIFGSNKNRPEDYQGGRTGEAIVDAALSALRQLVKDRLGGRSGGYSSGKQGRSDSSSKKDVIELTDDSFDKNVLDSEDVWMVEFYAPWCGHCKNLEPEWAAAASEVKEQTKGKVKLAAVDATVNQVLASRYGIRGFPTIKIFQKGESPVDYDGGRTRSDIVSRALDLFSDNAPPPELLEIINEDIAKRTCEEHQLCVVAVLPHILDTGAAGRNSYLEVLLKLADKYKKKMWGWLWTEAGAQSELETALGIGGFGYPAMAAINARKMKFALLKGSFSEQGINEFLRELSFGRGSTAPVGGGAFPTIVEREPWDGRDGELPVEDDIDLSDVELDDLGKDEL
esBAF inh: blocks esBAF chromatin remodeling in mouse ES cells; Bmi1-luciferase knock-in reporter, 24 h; 100% = twice the neutral-well signal; reporter increase, % at 12.5 µM; 2% of 350,000 active; AID 602393; in the data active means activation above about 40%;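 further: 0% = median of the plate's neutral control wells and 100% = double that signal; a rise in the Bmi1 reporter signal indicates esBAF inhibition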
RAD52 inh: inhibitors of human RAD52 DNA annealing; recombinant RAD52 DNA annealing, FRET fluorescence; inhibition, % at 18.7 µM; 0.46% of 360,000 active;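 active means every replicate showing at least 50% inhibition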
ARNT-TACC3 inh: disruptors of human ARNT/TACC3 interaction. 0.66% of 390,000 active. inhibition, % at 9.99 µM. Q9Y6A5. AlphaScreen His-ARNT PAS-B/GST-TACC3 binding, luminescence; TACC3 fragment carries E629A point mutation;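 active means mean inhibition of replicates at least 50% and at least half of replicates each reaching 50%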;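 further: 0% = complete ARNT plus TACC3 wells and 100% = ARNT alone without TACC3; many hits fall short of the cut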
RAD54 inh: inhibitors of human RAD54 branch migration | AID 602329 | 0.14% of 360,000 active | RAD54 Holliday junction branch migration, FAM/BHQ fluorescence | inhibition, % at 10.4 µM;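 active means mean normalized replicate activity at least 40 and at least half of replicates scoring 40 or more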;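 further: 0% = median of neutral control wells and 100% = median of positive control wells; inhibitors cause a drop in the FAM fluorescence signal; in these data hits start at about 50%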
E-selectin induc: induces E-selectin expression in human endothelial cells; P16581; HUVEC E-selectin immunofluorescence imaging; normalized: neutral wells 0, TNF-alpha wells 100; activation, % at 7.58 µM; 0.37% of 260,000 active; AID 686992;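 active means mean E-selectin-positive cell signal at least 10% of the positive control, reached in at least 60% of replicates, without over 20% cell loss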;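 further: in these data hits start at about 27%; measured in HUVEC primary endothelial cells; signal is the percent of cells scored E-selectin positive by PE staining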
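Material: HUVEC primary endothelial cells; Amount: 3,000 cells per well; Dosing: single concentration; Medium: EGM-2 growth medium on 0.1% gelatin-coated wells; Read-out basis: percent E-selectin-positive cells; Signal: immunofluorescence imaging; Control set: TNF-alpha, DMSO.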
PglD inh: inhibitors of Campylobacter jejuni PglD acetyltransferase. purified PglD enzyme, DTNB colorimetric CoA detection. inhibition, % at 12.5 µM. 0.098% of 360,000 active; in the data active means inhibition above about 16%, passing the limit was not always enough; further: strong numbers were not always called active
Numbers without * were called inactive; · = no result given; & = joins results of further samples.

SMILES | Casp6 inh | ERp5 inh | esBAF inh | RAD52 inh | ARNT-TACC3 inh | RAD54 inh | E-selectin induc | PglD inh
O=C(NCCc1ccccc1)c1coc(=O)c(Br)c1 | 4 | 2 | -6 | -14 | 3 | 10 | · | -1
CC(NC(=O)c1cc2c(=O)n(C)c3ccccc3c2n1C)c1ccc2c(c1)OCCO2 (centres undefined) | 0 | 5 | 0 | -51 | -2 | -9 | -0.3 | 2
CCCCOC(=O)Nc1ccc(C(C)C)cc1 | · | · | 75* | · | -2 | -4 | · | 0
C[C@@H]1CN([C@@H](C)CO)C(=O)c2cc(C#CC3(O)CCCC3)cnc2O[C@@H]1CN(C)S(=O)(=O)c1ccccc1 | 6 | 1 | -1 | 0 | -1 | 3 | 0.1 | -2
C[C@H](CO)N1C[C@H](C)[C@H](CN(C)C(=O)Nc2cccc3ccccc23)Oc2c(NC(=O)C3CCCCC3)cccc2C1=O | 1 | 2 | 0 | -2 | 0 | -15 | 0.1 | -3
O=C(N/N=C/c1cccnc1)c1cc(-c2ccccc2OCc2ccccc2)n[nH]1 | 1 | 5 | · | -6 | 1 | -2 | 12 | 0
Cc1sc2ncn(CC(=O)NCc3ccco3)c(=O)c2c1-c1ccccc1 | 0 | 1 | · | -12 | -5 | · | · | ·
O=C(Nc1ccc2c(c1)OCO2)N1C[C@@H]2N[C@H](C1)C2c1ccc(C=Cc2ccccc2)cc1 (some centres undefined) | 2&4 | -3&-6 | · | 79* | · | · | -0.2&0.2 | ·
NC(=O)c1coc(-c2ccccc2)n1 | 1 | -7 | · | -7 | -5 | · | 6.9 | ·
COc1cccc(N(CC(=O)NC2CCCCCC2)S(=O)(=O)c2ccccc2)c1 | 3 | 9 | 2 | -6 | -6 | -7 | -1.0 | 9
COc1cc(CO)ccc1OCC(=O)Nc1cccc2ccccc12 | -2 | 11 | 1 | -1 | -8 | -10 | 0.3 | 1
O=C(c1ccco1)N1CCN(c2c(-c3ccccc3)c3cc(Cl)ccc3[nH]c2=O)CC1 | · | · | -6 | · | -5 | 0 | · | 4
C/C=C/c1ccc2c(c1)O[C@@H](CN(C)S(=O)(=O)c1ccc(C)cc1)[C@@H](C)CN([C@@H](C)CO)S2(=O)=O | -2 | 0 | 5 | 19 | 2 | -16 | -0.2 | -15
COc1ccc2c3c([nH]c2c1)[C@@H](CO)N(Cc1nccs1)CC31CCN(Cc2ccncc2)CC1 | -14 | 7 | · | 33 | · | · | -0.1 | ·
Cc1ccc(S(=O)(=O)N2CC[C@H]3[C@@H](CO)N(C)c4ccc(-c5ccccc5F)cc4[C@H]32)cc1 | 2 | 1 | -2 | 34 | 8 | 7 | 0.0 | 2

Record cards, from the list above. Order of screens: Casp6 inh	ERp5 inh	esBAF inh	RAD52 inh	ARNT-TACC3 inh	RAD54 inh	E-selectin induc	PglD inh
`COc1cccc(N(CC(=O)NC2CCCCCC2)S(=O)(=O)c2ccccc2)c1` across the screens: 3	9	2	-6	-6	-7	-1.0	9
`O=C(Nc1ccc2c(c1)OCO2)N1C[C@@H]2N[C@H](C1)C2c1ccc(C=Cc2ccccc2)cc1` (some centres undefined) across the screens: 2&4	-3&-6	·	79*	·	·	-0.2&0.2	·

(next part)
SMILES | Casp6 inh | ERp5 inh | esBAF inh | RAD52 inh | ARNT-TACC3 inh | RAD54 inh | E-selectin induc | PglD inh
CC(C)CC(=O)NC(=S)Nc1ccc(CN2CCOCC2)cc1 | -4 | -2 | · | -14 | -7 | -1 | 0.2 | 2
CCCCOC(=O)c1ccc(NC(=O)COC(=O)C2CSC3(C)CCC(=O)N23)cc1 (centres undefined) | -1 | 4 | 10 | -13 | 3 | · | · | ·
COc1ccc(N2CCN(C(=O)COC(=O)c3oc4ccc(OC)cc4c3C)CC2)cc1 | 4 | -5 | 1 | -12 | -1 | -10 | 0.0 | 6
CC(C)NC(=O)C1(C)CCN1C(=O)c1cccc(F)c1 (centres undefined) | -1 | 7 | -7 | -5 | · | -2 | 0.0 | 8
CSc1cccc(NC(=O)Cn2cccc2)c1 | · | · | -10 | · | -7 | -4 | · | 0
O=C(N/C(=C/c1cccc(Br)c1)C(=O)N1CCCCC1)c1ccco1 | 5 | 1 | -1 | -59 | · | -9 | · | 3
Cc1noc(C)c1S(=O)(=O)N(C)C[C@H]1Oc2ccc(NC(=O)Nc3ccc(F)cc3)cc2CC(=O)N([C@@H](C)CO)C[C@H]1C | -2 | 8 | -1 | 16 | 4 | -7 | -3.1 | 5
Cc1nn(CC(=O)N2CCN(c3cccc(C(F)(F)F)c3)CC2)c(=O)c2cccn12 | 2 | -2 | -4 | -1 | -7 | 13 | · | -1
Cc1c(NC(=O)c2n[nH]c(=O)c3ccccc23)c(=O)n(-c2ccccc2)n1C | · | · | 0 | · | -14 | 3 | · | 0
CCS(=O)(=O)N1CCC2(CC1)CN(Cc1cccnc1)[C@@H](CO)c1c2c2ccc(OC)cc2n1C | -4 | 3 | · | -125 | · | · | 0.5 | ·
COCC(=O)Nc1ccc2c(c1)C(=O)N(C)C[C@@H](OC)[C@H](C)CN(C(=O)c1ccccn1)[C@@H](C)CO2 | -1 | 1 | 4 | -11 | -10 | 3 | 0.4 | 1
CCN(CC)c1ccc(/C=N/NC(=O)c2ccoc2C)cc1 | 2 | 2 | · | -20 | 0 | -2 | · | 2
O=C(Cc1cccs1)N/N=C/c1ccc(OCc2ccccc2)cc1 | -3 | 2 | · | -31 | -1 | · | -1.3 | ·
CN(C(=O)COC(=O)c1cc(S(=O)(=O)N(C)C)ccc1Cl)C1CCS(=O)(=O)C1 (centres undefined) | 2 | -2 | · | 8 | -4 | · | -2.1 | ·
CC(NC(=O)c1cc(F)c(F)cc1Cl)C1CC2CCC1C2 (centres undefined) | 4 | -11 | 0 | -9 | 0 | 1 | · | -6

Five entries already listed, sorted by molar mass, largest number first.
SMILES | Casp6 inh | ERp5 inh | esBAF inh | RAD52 inh | ARNT-TACC3 inh | RAD54 inh | E-selectin induc | PglD inh
O=C(Nc1ccc2c(c1)OCO2)N1C[C@@H]2N[C@H](C1)C2c1ccc(C=Cc2ccccc2)cc1 (some centres undefined) | 2&4 | -3&-6 | · | 79* | · | · | -0.2&0.2 | ·
COc1cccc(N(CC(=O)NC2CCCCCC2)S(=O)(=O)c2ccccc2)c1 | 3 | 9 | 2 | -6 | -6 | -7 | -1.0 | 9
O=C(N/C(=C/c1cccc(Br)c1)C(=O)N1CCCCC1)c1ccco1 | 5 | 1 | -1 | -59 | · | -9 | · | 3
O=C(NCCc1ccccc1)c1coc(=O)c(Br)c1 | 4 | 2 | -6 | -14 | 3 | 10 | · | -1
CSc1cccc(NC(=O)Cn2cccc2)c1 | · | · | -10 | · | -7 | -4 | · | 0

The listing continues:
SMILES | Casp6 inh | ERp5 inh | esBAF inh | RAD52 inh | ARNT-TACC3 inh | RAD54 inh | E-selectin induc | PglD inh
O=C(CO)N/N=C/c1ccccc1F | -1 | -3 | 3 | 3 | 2 | -1 | · | -5
COc1ccccc1-c1cnc2c(c1)C(=O)N([C@@H](C)CO)C[C@@H](C)[C@H](CN(C)C)O2 | 0 | -3 | 0 | -4 | -3 | 7 | -2.3 | -2
O=C(Nc1ccccc1F)N1CC(=O)N2[C@H](C1)[C@H](c1ccc(-c3cccnc3)cc1)[C@@H]2CO | -1 | 0 | · | -6 | · | · | -0.1 | ·
CCN(C(=O)CSc1nccn1C)c1cccc2ccccc12 | -1 | 0 | 0 | -12 | 68* | -4 | · | -2
C[C@]12c3[nH]c4ccc(Cl)cc4c3CCN1C(=O)[C@@H](CC(=O)NCc1cccc(C(F)(F)F)c1)C[C@@H]2C(=O)N1CCOCC1 | 4 | -2 | 5 | 2 | 2 | -1 | -1.2 | 0
Cc1[nH]c2ccccc2c1/C=N/NC(=O)CNC(=O)c1ccco1 | 5 | 0 | 0 | -9 | 14 | 0 | · | -3
Cc1ccc(-c2cnc(NC(=O)CCC(=O)N3CCCCC3)n2C)cc1 | · | · | -7 | · | 8 | -1 | · | -5
Cc1ccc(C(=O)Nc2ccccc2N2CCN(C(=O)C(C)C)CC2)cc1C | · | · | -8 | · | -7 | 2 | · | -2
C#CCN(C)CCCOc1ccc(Cl)cc1Cl | -4 | -4 | 22 | -1 | -9 | 12 | -0.1 | -3
CCCOC(=O)/C=C/c1c(C)[nH]c(=O)[nH]c1=O | 7 | 0 | · | 3 | -5 | 4 | -0.1 | -3
CC(C(=O)Nc1ccccc1Sc1ccccc1)N(c1ccccc1)S(C)(=O)=O (centres undefined) | · | · | -1 | · | 19 | -13 | · | 0
COc1ccc(C2CC(=O)Oc3c(C(CCN4CCCC(C)C4)c4ccc(N(C)C)cc4)c(OC)cc(OC)c32)cc1 (centres undefined) | -3 | -4 | -3 | 12 | 20 | 9 | 0.0 | 1
O=C1[C@@H]2Cc3ccccc3CN2C(=O)N1c1cccc(F)c1 | · | · | 3 | · | 0 | 4 | · | 5
C/C(=N\NS(C)(=O)=O)c1ccccc1 | · | · | -2 | · | -7 | 2 | · | 3
O=C(NNC(=S)Nc1ccc(F)c(Cl)c1)c1ccccc1Br | 5 | -4 | 22 | -17 | 18 | -12 | · | 1
Cc1ccc(S(=O)(=O)N2CCN(C(=O)c3ccc(N4CCC(C)CC4)c([N+](=O)[O-])c3)CC2)cc1 | 5 | -1 | 8 | 2 | 4 | 2 | · | 2
O=[N+]([O-])c1ccn(-c2nc(-c3ccccc3)cc(C(F)(F)F)n2)n1 | 2 | 2 | · | -1 | -3 | -5 | -0.5 | 2
COc1ccc(OC)c(Nc2nc(NCCO)c3ccccc3n2)c1 | 0 | 0 | -8 | 88* | 7 | 94* | · | -5
Cc1noc(C)c1NC(=O)Nc1ccc2c(c1)C(=O)N([C@@H](C)CO)C[C@H](C)[C@@H](CN(C)S(=O)(=O)c1ccc(F)cc1)O2 | 0 | 6 | -3 | 0 | -3 | 7 | -0.2 | 4
CC1(c2nc3ccccc3[nH]2)c2ccccc2C(=O)N1Cc1ccccc1 (centres undefined) | 1 | -2 | · | -18 | · | · | 0.0 | ·
Cc1cc(C(F)F)n2nc(C(=O)Nc3ccc(S(=O)(=O)N4CCCC4)cc3)nc2n1 | · | · | -2 | · | -10 | 8 | · | 1
COc1ccccc1CNC(=O)C[C@@H]1CC[C@@H]2[C@H](COC[C@H](O)CN2Cc2ccc3c(c2)OCO3)O1 | 5 | -3 | -4 | -9 | -2 | 0 | 0.0 | 0
CCOCc1cc(CN2CCC(n3nccc3NC(=O)C3CC3)CC2)ccc1OC | 0 | -3 | · | -8 | -1 | 11 | 0.9 | 5
COc1ccc(C2C(C(=O)Nc3cccnc3)=C(C)Nc3nc(-c4cccs4)nn32)cc1OC (centres undefined) | 2 | 2 | -1 | -8 | 22 | 3 | · | -4
CCN(CC)C(=O)CSc1nc2c(sc(=S)n2-c2ccccc2)c(=O)[nH]1 | · | -1 | · | -26 | -4 | · | -2.7 | ·
CCC(=O)N[C@H]1CC[C@H](CC(=O)NCc2ccc(OC)cc2)O[C@H]1CO | 0 | 4 | -1 | -3 | -41 | 0 | -0.1 | 0
CCCNC(=O)N(C)C[C@@H]1Oc2ncc(C#Cc3ccncc3)cc2C(=O)N([C@H](C)CO)C[C@H]1C | 0 | 10 | 2 | -10 | 12 | 7 | -2.2 | 2
